Assay outcomes: PubChem BioAssay, Broad Institute
IDH1 R132H inh = inhibitors of IDH1 R132H reductase, primary screen, biochemical, plate reader, single point. inhibition, % at 10 µM. diaphorase/resazurin fluorescence, 60 min. AID 624101, 2012. Isocitrate dehydrogenase [NADP] cytoplasmic (Homo sapiens), O75874. hit rate 0.18% among 70,000; in the data active = inhibition above about 34%;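 note: 0% = DMSO and 100% = no enzyme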
Target sequence (O75874 whole entry R132H): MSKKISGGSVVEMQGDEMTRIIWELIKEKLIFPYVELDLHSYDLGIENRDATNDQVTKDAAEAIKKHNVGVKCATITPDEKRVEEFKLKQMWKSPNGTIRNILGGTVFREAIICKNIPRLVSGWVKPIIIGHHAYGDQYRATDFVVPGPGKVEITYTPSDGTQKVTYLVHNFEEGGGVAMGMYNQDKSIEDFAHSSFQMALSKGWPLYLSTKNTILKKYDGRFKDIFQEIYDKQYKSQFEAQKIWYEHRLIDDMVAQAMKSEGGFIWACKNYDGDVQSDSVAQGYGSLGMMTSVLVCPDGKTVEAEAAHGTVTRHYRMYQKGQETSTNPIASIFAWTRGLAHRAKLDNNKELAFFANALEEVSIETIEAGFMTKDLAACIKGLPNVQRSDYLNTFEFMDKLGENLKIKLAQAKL
PRC2 inh = EZH2/PRC2 methyltransferase inhibitors, primary screen, biochemical, DELFIA time-resolved fluorescence, single point | Histone-lysine N-methyltransferase EZH2 (Homo sapiens), Q15910 | PRC2 H3K27 methylation, DELFIA TRF, 1 h | inhibition, % at 12.5 µM | hit rate 0.35% among 57,000;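 active = mean inhibition of replicates at least 50% and every single replicate also reaching 50%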;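 note: dimethyl H3K27 on biotinylated H3 21-44 peptide detected by antibody; plate controls were median neutral control wells for no effect and median positive control wells for full effect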
* marks the source's active call; other numbers are inactive results. Not all compounds are listed. The share of hits here may be higher or lower than overall.

Screening CCCC(=O)Nc1ccc2c(c1)OC[C@@H](C)N(Cc1ccncc1)C[C@H](C)[C@H](OC)CN(C)C2=O returned IDH1 R132H inh -0.6 and PRC2 inh -2.
For CNC[C@H]1Oc2cc(-c3ccncc3)ccc2S(=O)(=O)N([C@H](C)CO)C[C@@H]1C the results were IDH1 R132H inh 1.7 and PRC2 inh -6.
COc1ccc(S(=O)(=O)Nc2ccc3c(c2)C(=O)N([C@H](C)CO)C[C@H](C)[C@H](CN(C)S(=O)(=O)c2cn(C)cn2)O3)cc1 was read as IDH1 R132H inh 0.0.
`O=S(=O)(N[C@@H]1CC[C@H](CCn2cc(C3CC3)nn2)O[C@@H]1CO)c1ccc(Cl)cc1` gave IDH1 R132H inh -0.2 and PRC2 inh 3.
C[C@H]1CN([C@@H](C)CO)C(=O)c2cccc(NC(=O)c3cnccn3)c2O[C@@H]1CN(C)C(=O)Nc1cccc2ccccc12 was read as PRC2 inh 4.
For Nc1nc(SCc2ccc3c(c2)OCCO3)n[nH]1 the results were IDH1 R132H inh 1.8 and PRC2 inh 8.
Screening COc1cc(NC(=O)COc2c(Cl)c(C)c(Cl)c(C)c2Cl)c(OC)cc1Cl returned IDH1 R132H inh 0.1 and PRC2 inh -7.
`CCCNC(=O)Nc1ccc2c(c1)C(=O)N(C)C[C@@H](OC)[C@H](C)CN(CC1CCCC1)[C@H](C)CO2` gave IDH1 R132H inh 0.2 and PRC2 inh -7.
Cc1noc(C)c1NC(=O)Nc1ccc2c(c1)C(=O)N([C@@H](C)CO)C[C@H](C)[C@H](CN(C)S(=O)(=O)c1ccccc1)O2 was read as IDH1 R132H inh -0.7.
Screening Cc1ccc(N(C(C)C(=O)Nc2cccc(C)c2C)S(C)(=O)=O)cc1 (stereo not drawn) returned IDH1 R132H inh -0.2 and PRC2 inh 3.

Next part; the last four above are carried over.
Screening COc1cc(NC(=O)COc2c(Cl)c(C)c(Cl)c(C)c2Cl)c(OC)cc1Cl returned IDH1 R132H inh 0.1 and PRC2 inh -7.
`CCCNC(=O)Nc1ccc2c(c1)C(=O)N(C)C[C@@H](OC)[C@H](C)CN(CC1CCCC1)[C@H](C)CO2` gave IDH1 R132H inh 0.2 and PRC2 inh -7.
Cc1noc(C)c1NC(=O)Nc1ccc2c(c1)C(=O)N([C@@H](C)CO)C[C@H](C)[C@H](CN(C)S(=O)(=O)c1ccccc1)O2 was read as IDH1 R132H inh -0.7.
Screening Cc1ccc(N(C(C)C(=O)Nc2cccc(C)c2C)S(C)(=O)=O)cc1 (stereo not drawn) returned IDH1 R132H inh -0.2 and PRC2 inh 3.
Screening COc1cc(NC(=O)COc2ccc(Br)cc2)ccc1NC(=O)c1ccccc1Cl returned IDH1 R132H inh 0.4 and PRC2 inh 22.
Screening O=S(=O)(N[C@H]1CC[C@@H](CCn2cc(-c3cccc(F)c3)nn2)O[C@H]1CO)c1ccc(F)cc1 returned IDH1 R132H inh 0.0 and PRC2 inh -3.
`CC(C)Cc1ccc(/C=C/C(=O)N2CCOCC2)cc1` gave IDH1 R132H inh -0.7 and PRC2 inh -54.
`Cc1sc2nc(SCC(=O)O)n(-c3ccc(Cl)c(Cl)c3)c(=O)c2c1C` gave IDH1 R132H inh 8.0 and PRC2 inh 6.
O=C(CSc1nnc(-c2ccncc2)n1-c1ccccc1)c1c[nH]c2ccccc12 was read as IDH1 R132H inh 0.1 and PRC2 inh -20.
For C[C@@H]1CN([C@@H](C)CO)C(=O)c2cc(C#C[C@@H](C)O)cnc2O[C@H]1CN(C)C(=O)CC1CC1 the results were PRC2 inh -21.
`C[C@@H]1CN([C@@H](C)CO)C(=O)c2cc(C#CCc3ccccc3)cnc2O[C@H]1CN(C)C(=O)C1CCC1` gave IDH1 R132H inh -0.3.
For COc1c(OC)c2occc2c2oc(=O)ccc12 the results were IDH1 R132H inh -0.4 and PRC2 inh -2.
Screening C[C@H]1CN([C@@H](C)CO)C(=O)c2cccc(NS(=O)(=O)c3cn(C)cn3)c2O[C@@H]1CN(C)Cc1ccc(C(F)(F)F)cc1 returned IDH1 R132H inh 1.0 and PRC2 inh -4.
For Cc1cccc(NC(=O)CSc2n[nH]c(-c3ccccc3)n2)c1 the results were IDH1 R132H inh -0.1 and PRC2 inh -9.
For O=S(=O)(Cc1ccccc1)NCC[C@@H]1CC[C@@H](NS(=O)(=O)c2ccccc2)[C@@H](CO)O1 the results were IDH1 R132H inh 0.1 and PRC2 inh -4.
For COc1cccc(NC(=O)CSc2nnc(-c3ccncc3)n2-c2ccc(C)cc2)c1 the results were IDH1 R132H inh 0.1 and PRC2 inh -2.
CS(=O)(=O)N(CC(=O)Nc1ccccc1C(=O)O)c1ccc(F)cc1 was read as IDH1 R132H inh -0.8.
Screening O=C(CCc1ccccc1)Nc1ccccc1C(=O)N1CCOCC1 returned IDH1 R132H inh -0.4 and PRC2 inh 1.
`CO[C@@H](CN(C)S(=O)(=O)c1cccc(Cl)c1)[C@@H](C)CN([C@H](C)CO)S(=O)(=O)c1ccc(Cl)cc1` gave IDH1 R132H inh -0.1 and PRC2 inh 17.
Cc1cc(NC(=O)C(=O)NCCCN2CCOCC2)ccc1Br was read as IDH1 R132H inh 0.0 and PRC2 inh 6.
Screening C[C@@H]1CCCCO[C@@H](CN(C)C(=O)Cc2ccccc2)[C@H](C)CN([C@@H](C)CO)C(=O)c2cc(NS(C)(=O)=O)ccc2O1 returned IDH1 R132H inh 0.2 and PRC2 inh 5.
CS(=O)(=O)Nc1ccc2c(c1)[C@H]1C[C@H](CC(=O)N3CCOCC3)O[C@@H](CO)[C@H]1O2 was read as IDH1 R132H inh -1.0 and PRC2 inh 1.
Screening COC(=O)c1ccc(NC(=O)CN(c2ccc(I)cc2)S(C)(=O)=O)cc1 returned IDH1 R132H inh 0.4 and PRC2 inh 19.
Cc1noc(C)c1NC(=O)Nc1cccc2c1O[C@@H](CN(C)C(=O)Nc1ccccc1)[C@@H](C)CN([C@H](C)CO)C2=O was read as IDH1 R132H inh 4.2.
Screening Cc1ccc(CN(C)C[C@@H]2OCc3cn(nn3)CCCC(=O)N([C@@H](C)CO)C[C@H]2C)cc1 returned IDH1 R132H inh 0.3 and PRC2 inh 4.
COc1ccc(S(=O)(=O)N(C)C[C@H]2Oc3cc(C#CC4CC4)ccc3S(=O)(=O)N([C@H](C)CO)C[C@@H]2C)cc1 was read as PRC2 inh 9.
For C[C@@H]1CN([C@H](C)CO)C(=O)Cc2cc(NC(=O)NC3CCCCC3)ccc2O[C@@H]1CN(C)S(=O)(=O)c1ccc(Cl)cc1 the results were IDH1 R132H inh 0.9 and PRC2 inh -4.
O=C(COc1ccc([N+](=O)[O-])cc1)Nc1cccnc1 was read as IDH1 R132H inh 0.3 and PRC2 inh -17.
CS(=O)(=O)Nc1ccc2c(c1)[C@@H]1C[C@H](CC(=O)NC3CCCC3)O[C@H](CO)[C@@H]1O2 was read as IDH1 R132H inh -0.2 and PRC2 inh 4.
Screening O=C(CC1NCCNC1=O)Nc1cccc(C(F)(F)F)c1 (stereo not drawn) returned IDH1 R132H inh 0.3 and PRC2 inh -13.
`COCC(=O)N(C)C[C@@H]1Oc2cc(C#Cc3ccccc3)ccc2S(=O)(=O)N([C@@H](C)CO)C[C@@H]1C` gave IDH1 R132H inh 0.6 and PRC2 inh -10.
`COc1ccc(CN(C)C[C@H]2OCCCC[C@H](C)Oc3ccc(NC(=O)NC(C)C)cc3C(=O)N([C@H](C)CO)C[C@H]2C)cc1` gave IDH1 R132H inh 0.9 and PRC2 inh 2.
CO[C@@H]1CN(C)C(=O)c2cc(NC(=O)Nc3ccccc3)ccc2OC[C@H](C)N(C(=O)CN(C)C)C[C@H]1C was read as IDH1 R132H inh 0.0 and PRC2 inh 8.
O=C(N[C@H]1CC[C@H](CCn2cc(-c3ccccn3)nn2)O[C@H]1CO)c1ccncc1 was read as IDH1 R132H inh -0.1 and PRC2 inh 4.
For CCCC#Cc1ccc2c(c1)O[C@@H](CN(C)S(C)(=O)=O)[C@H](C)CN([C@H](C)CO)S2(=O)=O the results were IDH1 R132H inh -0.2 and PRC2 inh -1.
C[C@H](CO)N1C[C@H](C)[C@H](CN(C)CC2CCCCC2)Oc2ccc(NS(=O)(=O)c3ccccc3)cc2CC1=O was read as IDH1 R132H inh 1.2 and PRC2 inh -7.
For CN1OC(COC(=O)c2cc(Cl)cc(Cl)c2)CC12C1CC3CC(C1)CC2C3 (stereo not drawn) the results were IDH1 R132H inh 1.2 and PRC2 inh -3.
For O=C(C[C@H]1C[C@@H]2c3cc(NC(=O)c4ccc5c(c4)OCO5)ccc3O[C@@H]2[C@@H](CO)O1)NCC1CC1 the results were IDH1 R132H inh -1.4 and PRC2 inh -8.
For C[C@@H]1CN([C@@H](C)CO)C(=O)CCCn2cc(nn2)CO[C@@H]1CN(C)S(=O)(=O)c1cccc(F)c1 the results were PRC2 inh -11.
For CCC(=O)N1C[C@H](C)[C@H](OC)CN(C)C(=O)c2cc(NC(=O)Nc3cccc(F)c3)ccc2OC[C@@H]1C the results were IDH1 R132H inh 0.4 and PRC2 inh -8.
For O=C(N/N=C/c1ccc(OCc2ccccc2)cc1O)c1ccccc1O the results were IDH1 R132H inh 0.4 and PRC2 inh 18.
COCCOC(=O)N1C(=O)[C@@]2(c3ccccc31)[C@H](C(=O)N1CCc3cc(OC)c(OC)cc3C1)[C@H]1C(=O)O[C@H](c3ccccc3)[C@H](c3ccccc3)N1[C@@H]2c1ccccc1OCCO was read as PRC2 inh -7.
O=S(=O)(N[C@H]1CC[C@H](CCn2cc(C3CC3)nn2)O[C@@H]1CO)c1ccc(Cl)cc1 was read as IDH1 R132H inh -0.1 and PRC2 inh 6.
Screening C[C@H](CO)N1C[C@H](C)[C@@H](CN(C)S(=O)(=O)c2ccccc2)Oc2ccc(NC(=O)C3CCCCC3)cc2CC1=O returned IDH1 R132H inh 1.0.

Structures from the list above containing a COOH group:
`Cc1sc2nc(SCC(=O)O)n(-c3ccc(Cl)c(Cl)c3)c(=O)c2c1C` gave IDH1 R132H inh 8.0 and PRC2 inh 6.
CS(=O)(=O)N(CC(=O)Nc1ccccc1C(=O)O)c1ccc(F)cc1 was read as IDH1 R132H inh -0.8.

Remaining list, next part:
Screening C[C@H](CO)N1C[C@H](C)[C@H](CN(C)C(=O)Nc2cccc3ccccc23)Oc2ncc(-c3ccc(F)cc3)cc2C1=O returned IDH1 R132H inh 1.8.
Screening C[C@@H]1CN([C@H](C)CO)C(=O)c2cc(NC(=O)C3CC3)ccc2O[C@@H]1CN(C)C returned IDH1 R132H inh 0.3 and PRC2 inh -5.
`COc1ccc(NC(=O)N(C)C[C@@H]2Oc3ncc(-c4cccnc4)cc3C(=O)N([C@H](C)CO)C[C@@H]2C)cc1` gave IDH1 R132H inh 1.2 and PRC2 inh 5.
For CO[C@@H]1CN(C)C(=O)c2cc(NC(=O)C3CC3)ccc2OC[C@@H](C)N(C)C[C@H]1C the results were IDH1 R132H inh -0.5 and PRC2 inh 5.
CCN(CC)c1ccc(/C=N/NC(=O)CCCCCCC(=O)Nc2ccccc2O)c(O)c1 was read as IDH1 R132H inh 0.1 and PRC2 inh 8.
Screening Cc1ccc(S(=O)(=O)N(C)C[C@@H]2Oc3ccc(NC(=O)CCC(F)(F)F)cc3C(=O)N([C@@H](C)CO)C[C@@H]2C)cc1 returned PRC2 inh 4.
CCCc1cn(CC[C@@H]2CC[C@H](NC(=O)Nc3ccc4c(c3)OCO4)[C@@H](CO)O2)nn1 was read as IDH1 R132H inh 0.2 and PRC2 inh 3.
For COc1ccc(S(=O)(=O)N[C@H]2CC[C@@H](CCNC(=O)CN3CCOCC3)O[C@H]2CO)cc1 the results were IDH1 R132H inh 0.0 and PRC2 inh -10.
For C[C@H](CO)N1C[C@H](C)[C@@H](CN(C)C)Oc2ccc(NC(=O)Cc3cn(C)c4ccccc34)cc2CC1=O the results were IDH1 R132H inh -0.9.
For COc1ccc(COC[C@@]23Oc4ccccc4[C@@H](NC(=O)N2C)[C@H]3COC(=O)c2ccc([N+](=O)[O-])cc2)cc1 the results were PRC2 inh 11.
O=C(C1=C[C@H](c2ccc(C(F)(F)F)cc2)C[C@H](OCc2ccc(CO)cc2)O1)N1CCCC1 was read as PRC2 inh 2.
`O=C(Nc1ccccc1)N[C@@H](Cc1ccccc1)Cn1cc(CN2C(=O)COC[C@H]2c2ccccc2)nn1` gave PRC2 inh 4.
C/C=C/c1ccc2c(c1)O[C@H](CN(C)Cc1ccccc1F)[C@H](C)CN([C@H](C)CO)S2(=O)=O was read as IDH1 R132H inh 0.0 and PRC2 inh 12.
Screening C[C@@H]1CCCCO[C@H](CN(C)S(=O)(=O)c2cn(C)cn2)[C@H](C)CN([C@H](C)CO)C(=O)c2cc(NS(C)(=O)=O)ccc2O1 returned IDH1 R132H inh -0.8.
CCC(C)/C=C/C1=CC2=C(Cl)C(=O)C3(C)OC(=O)C(C(=O)C(C)C(C)O)C3C2=CO1 (stereo not drawn) was read as IDH1 R132H inh 0.0.
Screening Cc1noc(C)c1NC(=O)N(C)C[C@@H]1OCCCC[C@H](C)Oc2ccc(NC(=O)CCC(F)(F)F)cc2C(=O)N([C@@H](C)CO)C[C@@H]1C returned IDH1 R132H inh 0.2.
Screening CCC(=O)N(C)C[C@@H]1Oc2cc(C#CC(C)(C)O)ccc2S(=O)(=O)N([C@H](C)CO)C[C@@H]1C returned IDH1 R132H inh 0.1.
`C[C@H](CO)N1C[C@H](C)[C@H](CN(C)Cc2ccc(Oc3ccccc3)cc2)OCc2cn(nn2)CCCC1=O` gave IDH1 R132H inh 0.0 and PRC2 inh -10.
`COc1cccc(S(=O)(=O)N(C)C[C@H]2Oc3ncc(-c4cccc(C(=O)N(C)C)c4)cc3C(=O)N([C@H](C)CO)C[C@H]2C)c1` gave PRC2 inh -7.
